# Bioassay records as filed in PubChem BioAssay.
# TrxR1 substrate = rat thioredoxin reductase 1 substrate activity; O89049; purified TrxR1 substrate turnover, NADPH consumption readout; Potency, µM (doses to about 114 µM), for the others: at the highest dose activity change, negative = substrate turnover; hit rate 0.01% among 390,000; AID 588456; further: potency means the concentration at half of the fitted maximal effect; on the % scale 0 is the no-effect control and ±100 the full control effect; nearly all actives have a fitted effect of over 50% in size
#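 Rat TrxR1, dispensed at 90 nM, was prereduced with 400 uM NADPH (final) for 5 min at ~22 deg C, then incubated with compound 15 min before 400 uM selenite. A first-read NADPH fluorescence drop versus no-compound background flagged substrates.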
# PGK inhibitor = inhibitors of T. brucei phosphoglycerate kinase | P07378 | PGK/GAPDH coupled, Kinase-Glo luminescence, 60 min | Potency, µM (highest dose often 57.5 µM), without a hit: at the top dose activity change, negative = inhibition, hits mostly inhibitors | hit rate 0.043% among 380,000 | AID 602233; further: potency means the concentration at half of the fitted maximal effect; on the % scale 0 is the no-effect control and ±100 the full control effect; nearly all actives have a fitted effect of over 60% in size
#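 Recombinant glycosomal PGK reaction used 1,3-bisphosphoglycerate generated in-well by GAPDH (100nM final) in 100mM TEA pH 7.6, 5mM MgCl2, 0.01% Tween-20. After 60 minutes at room temperature, ATP was read by Kinase-Glo Plus luminescence end-point.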
# mIDH1 inhibitor = human IDH1 R132H inhibition. IDH1-R132H enzyme, NADPH consumption, diaphorase/resazurin fluorescence. hit rate 0.093% among 390,000. O75874. AID 602179. Potency, µM (titrated, usually from 76.6 µM), without a hit: at the top dose activity change, negative = inhibition, hits mostly inhibitors; further: potency means the concentration at half of the fitted maximal effect; on the % scale 0 is the no-effect control and ±100 the full control effect; nearly all actives have a fitted effect of over 65% in size
#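 IDH1-R132H (0.5 ug/mL) preincubated 30 min with compound, then NADPH (0.016 mM) and alpha-KG (2 mM) added; 80 min at RT, pH 7.5. Remaining NADPH coupled via diaphorase/resazurin to fluorescence (540/590 nm); concentration-response curves normalized to no-enzyme control.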
# HP1b chromo inh = blocks HP1-beta chromodomain binding to methylated histone tails | AlphaScreen HP1-beta / biotin-H3K9me3 peptide binding | Potency, µM (top dose mostly 114 µM), for the others: at the highest dose activity change, negative = inhibition, actives largely listed as inhibitors | hit rate 0.56% among 390,000; further: potency means the concentration at half of the fitted maximal effect; nearly all actives have a fitted effect of over 70% in size; inactives centre near 23
#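 HP1-beta protein (50 nM final) preincubated 30 min at room temperature with biotinylated H3(1-18)K9me3 peptide (50 nM) in PBS pH 7.4, 0.01% Tween-20, then compound added for 30 min. AlphaScreen streptavidin donor/nickel chelate acceptor beads (10 ug/mL final), 30 min dark, luminescence read.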
# PI4K2A inh = inhibitors of human PI4K2A; purified PI4K2A, ADP-Glo luminescence, 1 h; active compounds read low; activity change, negative = inhibition, % at 76.9 µM; hit rate 0.13% among 420,000; AID 1346378; in the data active means activity change below about -50%; inconclusive means mostly about -30% to -49%;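 further: -100% = wells without enzyme as full effect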
#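 ADP-Glo luminescence measured ADP generated by PI4K2A enzyme (4 ug/mL before mixing) with 1.2 mM PI substrate (pre-mix) and 300 microM ATP (pre-mix). Tris pH7.5 buffer with MgCl2, Triton X-100; 1 h reaction at ambient temperature.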
# USP1-UAF1 inh = blocks the human USP1/UAF1 deubiquitinase complex; O94782; recombinant USP1/UAF1, Ub-Rhodamine cleavage fluorescence; Potency, µM (titrated, usually from 57.1 µM), for inactives: top-dose activity change, negative = inhibition, usual class: inhibitors; hit rate 0.23% among 390,000; AID 743255; further: potency means the concentration at half of the fitted maximal effect; on the % scale 0 is the no-effect control and ±100 the full control effect; nearly all actives have a fitted effect of over 60% in size; inactives centre near -12
# Target sequence (O94782 whole entry, looked up): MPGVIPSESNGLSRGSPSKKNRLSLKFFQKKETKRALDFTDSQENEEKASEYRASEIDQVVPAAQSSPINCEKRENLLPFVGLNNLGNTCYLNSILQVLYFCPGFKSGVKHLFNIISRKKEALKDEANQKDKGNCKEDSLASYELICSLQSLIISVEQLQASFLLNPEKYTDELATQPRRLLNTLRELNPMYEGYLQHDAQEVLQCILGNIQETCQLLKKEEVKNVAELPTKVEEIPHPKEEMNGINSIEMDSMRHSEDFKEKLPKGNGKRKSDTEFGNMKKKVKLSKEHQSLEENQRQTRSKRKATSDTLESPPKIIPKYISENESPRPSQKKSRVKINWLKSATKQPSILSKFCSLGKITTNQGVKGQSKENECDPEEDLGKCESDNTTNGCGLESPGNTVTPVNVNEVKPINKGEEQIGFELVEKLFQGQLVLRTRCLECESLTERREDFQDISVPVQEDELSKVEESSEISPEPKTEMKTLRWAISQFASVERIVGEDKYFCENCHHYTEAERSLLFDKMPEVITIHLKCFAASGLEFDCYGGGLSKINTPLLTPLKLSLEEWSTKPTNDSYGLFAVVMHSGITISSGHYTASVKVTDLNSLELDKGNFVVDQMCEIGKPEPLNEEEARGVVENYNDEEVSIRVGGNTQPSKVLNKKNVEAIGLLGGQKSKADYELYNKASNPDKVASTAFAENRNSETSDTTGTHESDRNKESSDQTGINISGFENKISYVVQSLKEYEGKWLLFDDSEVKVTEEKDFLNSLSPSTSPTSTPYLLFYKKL
#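 USP1/UAF1 complex at 1 nM was preincubated with compound for 15 min at room temperature, then Ub-Rho substrate (150nM final) was added. Fluorescence (480/540 nm) was read kinetically, 6 reads every 60 seconds.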
# GLS inhibitor = inhibitors of human glutaminase (GLS). O94925. GLS enzymatic activity, qHTS titration. Potency, µM (top dose mostly 45.5 µM), without a hit: at the top dose activity change, negative = inhibition, hits mostly inhibitors. hit rate 0.21% among 410,000; further: potency means the concentration at half of the fitted maximal effect; on the % scale 0 is the no-effect control and ±100 the full control effect
#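 hKGA; 45 mM KH2PO4 pH 8.2 + 0.02% Tween-20; cpd via pin tool; 1 mM Gln soln; GluOx/HRP/Amplex Red; RT 30 min; fluor. t0 & final.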
# TrxR1 inh = blocks rat thioredoxin reductase 1 | Potency, µM (top dose mostly 114 µM), inactives show at the highest dose activity change, negative = inhibition, hits mostly inhibitors | O89049 | recombinant rTrxR1, NADPH fluorescence consumption, selenite substrate | hit rate 1% among 390,000; further: potency means the concentration at half of the fitted maximal effect; on the % scale 0 is the no-effect control and ±100 the full control effect; nearly all actives have a fitted effect of over 65% in size
#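 Rat TrxR1 (90 nM in the dispensed reagent) was pre-reduced with 400 uM NADPH for 5 min at room temperature, then incubated with compound for 15 min. After 400 uM selenite was added, NADPH fluorescence (Ex 340/Em 450 nm) was followed for 8 min.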
# Pin1 inh = blocks the human prolyl isomerase Pin1. Pin1 FP peptide displacement, HiFluor488, 10 min. Potency, µM (series often up to 115 µM), inactives show at the top dose activity, negative = inhibition, actives largely listed as inhibitors. hit rate 0.009% among 390,000. AID 504891; active means well fitted inhibition curve with a large enough effect in the polarisation, with a control signal flat, not every such curve was filed as active; inconclusive means small, poorly fitted or top-dose-only effect, or effect the other way, or a change in a side signal; inactive means no such curve, though single readings can be large or run the other way; the % refers to the polarisation; further: potency means the concentration at half of the fitted maximal effect; on the % scale 0 is the no-effect control and ±100 the full control effect
# Target sequence (Q13526 whole entry, looked up): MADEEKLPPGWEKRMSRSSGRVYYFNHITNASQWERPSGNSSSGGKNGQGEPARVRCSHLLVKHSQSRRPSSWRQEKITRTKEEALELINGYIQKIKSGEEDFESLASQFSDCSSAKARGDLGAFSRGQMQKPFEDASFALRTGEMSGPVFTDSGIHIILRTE
# Active calls of the source: *; i = inactive; ? = inconclusive; / = not tested or not shown; [ ] = dose if it differs, or a comment. Unless noted, the call rests on the fitted dose curve; in most records, active means well fitted curve in the direction sought with a large enough effect; inconclusive means small, poorly fitted or top-dose-only effect, or another doubt; inactive means no such curve, though single readings can be large; an effect the other way counts as inactive or inconclusive. This is a subset; rates above refer to the full screens.
SMILES,TrxR1 substrate,PGK inhibitor,mIDH1 inhibitor,HP1b chromo inh,PI4K2A inh,USP1-UAF1 inh,GLS inhibitor,TrxR1 inh,Pin1 inh
Cc1ccc(S(=O)(=O)N2CCC(C(=O)Nc3ccc(S(=O)(=O)N4CCCC4)cc3)CC2)cc1,-4%,-3%,2%,11%,0,-2%,2%,8%,27%
Nc1nc2c(nc(SCc3ccccc3Br)n2C2OC(CO)C(O)C2O)c(=O)[nH]1 (stereo unspecified),6%[57.1 µM],0%,23%,11%,-3,5%,1%,25%[57.1 µM],1%
COC(=O)c1ccc(CN(c2ccc(OC)cc2)S(=O)(=O)c2ccccc2)cc1,-22%[57.1 µM],i,4%,32%[activator],3,-14%,-19%,11%[57.1 µM],0%
COCCNC(=O)/C(C#N)=C1\N=C(NC(=O)c2ccco2)c2ccccc21,/,-10%,15%,/,1,?,-5%,/,/
Cc1nn(C)c(Cl)c1S(=O)(=O)N1CCC(CO)(CCc2ccccc2)CC1,8%[57.1 µM],-2%,3%,8%,1,-4%,3%,6%[57.1 µM],-3%
Cc1cccc(C2c3[nH]c4ccccc4c3CCN2C(=O)c2ccc(=O)[nH]c2)n1 (stereo unspecified),4%,4%,-1%,28%,-1,-12%,9%,25%,3%
Cc1cc(C)cc(NC(=O)N2CCNC(=O)C2CC(=O)Nc2cc(Cl)ccc2Cl)c1 (stereo unspecified),4%,10%,5%,10%,1,-13%,1%,19%,1%
O=C(Nc1cccc(S(=O)(=O)N2CCOCC2)c1)C1CCCN(C(=O)c2ccc(Cl)cc2)C1 (stereo unspecified),4%,-15%,-1%,37%,-6,-8%,1%,31%,-10%
COCCCNC(=O)c1c(N)n(-c2ccc(S(N)(=O)=O)cc2)c2nc3ccccc3nc12,56%[activator],11%,-4%,27%,2,-11%,21%,27%,2%
CN(C)C(/C=C/Nc1ccc(C#N)cc1)=C(C#N)C#N,-8%,/,0%,27%,2,-12%,0%,2%,0%
O=C(O)CC(NS(=O)(=O)c1c(F)cc(F)cc1Br)c1ccccc1Cl (stereo unspecified),3%,-10%,-4%,38%,-4,-20%,10%,7%,0%
CC(NC(=O)CNC(=O)c1sc2ccccc2c1Cl)c1cccnc1 (stereo unspecified),-8%,i,3%,26%,1,?,-4%,-3%,1%
COC(=O)/C=C/C(=O)N1CCN(c2ccccc2)CC1,5%,5%,2%,30%,3,-3%,18%,-1%,-7%
O=C(c1ccc(-c2cccc(C(F)(F)F)c2)o1)N1CCOCC1,8%[57.1 µM],-1%,4%,36%,9,-18%,1%,1%[57.1 µM],4%
CC(=O)c1sc(NC(=O)COc2ccc(Cl)cc2Cl)nc1C,4%,-6%,4%,31%,0,-16%,4%,-5%,8%
CCOC(=O)Nc1ccc2c(c1)C(=NNC(=S)NC)c1ccccc1-2,/,-8%,-2%,/,-9,-34%,17%,/,/
CCSc1nc2c(c(=O)n1CC)SC(C)C2 (stereo unspecified),0%,/,2%,26%,-4,-10%,-4%,12%,-10%
Nc1ncc(-n2cncn2)c(-c2ccc(Cl)cc2)n1,1%,1%,-12%,36%,-5,-1%,0%,0%,2%
O=C(OCc1ccc(COC(=O)c2ccccn2)cc1)c1ccccn1,-5%,-10%,0%,12%,4,-25%,2%,-10%,-10%
COc1ccc(CCNC2=CC(=O)N(c3ccc(F)cc3)C2=O)cc1,24%[57.1 µM],2%,0%,8%,1,-23%,1%,-11%[57.1 µM],33%[activator]
C#CCOc1coc(COC(=O)c2ccccc2)cc1=O,9%,i,7%,-1%,2,-8%,-6%,9%[57.1 µM],0%
COC(=O)C1CCN(C(=O)c2ccc(Cl)c(S(=O)(=O)NCc3ccco3)c2)CC1,-9%,i,5%,20%,-1,-14%,1%,-15%,3%
CCOc1ccc2nc(N(Cc3ccccc3)C(=O)CCNC(C)=O)sc2c1,2%,1%,3%,14%,0,-26%,-1%,20%,-1%
Cc1ccc(C(=O)Nc2ccc(O)cc2C(=O)O)cc1C,3%,-2%,12%,3%,-3,-7%,32%[activator],-5%,-2%
NC(=O)c1ccc(C2SCC(=O)N2Cc2ccccc2)cc1 (stereo unspecified),9%,-3%,4%,5%,-8,-10%,9%,14%[57.1 µM],-1%
COc1ccc(-c2noc(C3CCCN(C(=O)c4cccs4)C3)n2)cc1 (stereo unspecified),11%[57.1 µM],0%,18%,19%,2,-17%,4%,17%,-5%
CN1CCN(S(=O)(=O)c2ccc(=O)[nH]c2)CC1,10%,-5%,3%,23%,5,-17%,5%,6%,-1%
COc1ccc(C)cc1Nc1n[n+](-c2ccccc2)c(-c2cc(OC)c(OC)cc2Br)s1,-6%[57.1 µM],-4%,10%,19%,-9,-26%,19%,22%[57.1 µM],4%
Cc1cc(C)n(CCCNC(=O)C(C)(C)Oc2ccc(Cl)cc2)n1,-6%,-10%,5%,21%,3,-3%,3%,2%,-17%
CSC(=NNC(=O)c1ccccc1O)SC,-12%,i,1%,20%,-3,-1%,29%,-7%,3%

# Compounds from the list above containing bromine (three):
SMILES,TrxR1 substrate,PGK inhibitor,mIDH1 inhibitor,HP1b chromo inh,PI4K2A inh,USP1-UAF1 inh,GLS inhibitor,TrxR1 inh,Pin1 inh
Nc1nc2c(nc(SCc3ccccc3Br)n2C2OC(CO)C(O)C2O)c(=O)[nH]1 (stereo unspecified),6%[57.1 µM],0%,23%,11%,-3,5%,1%,25%[57.1 µM],1%
O=C(O)CC(NS(=O)(=O)c1c(F)cc(F)cc1Br)c1ccccc1Cl (stereo unspecified),3%,-10%,-4%,38%,-4,-20%,10%,7%,0%
COc1ccc(C)cc1Nc1n[n+](-c2ccccc2)c(-c2cc(OC)c(OC)cc2Br)s1,-6%[57.1 µM],-4%,10%,19%,-9,-26%,19%,22%[57.1 µM],4%

# Other structures follow.
SMILES,TrxR1 substrate,PGK inhibitor,mIDH1 inhibitor,HP1b chromo inh,PI4K2A inh,USP1-UAF1 inh,GLS inhibitor,TrxR1 inh,Pin1 inh
COc1ccc(Nc2nc(-c3cccs3)nc3ccccc23)cc1S(=O)(=O)N1CCOCC1,30%,-4%,-6%,34%,6,-12%,-3%,64%[activator],16%
CCOc1ccc(CCNC(=O)CN2CCN(Cc3ccc(F)cc3Cl)C2=O)cc1OCC,1%,1%,-5%,29%,2,-21%,-3%,4%,-2%
O=C(c1cccc(S(=O)(=O)N2CCCc3ccccc32)c1)N1CCN(c2ccccc2)CC1,-8%[57.1 µM],i,7%,3%,2,-19%,-7%,4%[57.1 µM],14%
Cc1ccc(S(=O)(=O)CCC(=O)OCC(=O)NCc2ccc(Cl)cc2)cc1,-4%,-1%,15%,33%,-2,-15%,-6%,-4%[57.1 µM],-2%
O=C1C(c2ccc(F)cc2)N(C2CCCCC2)C(=O)CN1C1CCCC1 (stereo unspecified),1%,-4%,6%,36%,1,-11%,0%,14%,-7%
CCN(CC)CCCNC(=O)c1cc2nc(-c3ccccc3)cc(C(F)(F)F)n2n1,-3%,-1%,11%,12%,1,-11%,-3%,15%,4%
Oc1cc2c(cc1CN1CCN(c3ncccn3)CC1)OCO2,0%,-4%,13%,13%,5,-26%,13%,25µM*,-7%
CC(C)CN(C(=O)COC(=O)Cc1n[nH]c(=O)c2ccccc12)C1CCS(=O)(=O)C1 (stereo unspecified),-1%[57.1 µM],-1%,0%,33%,0,-12%,-9%,3%[57.1 µM],-2%
CCN1CCN(c2oc(-c3ccc(OC)cc3)nc2C#N)CC1,48%[57.1 µM],-3%,4%,5%,-5,-12%,1%,?,-3%
CC(=O)/C=C1/C(=O)Nc2ccccc21,2%,-1%,0%,16%,-2,-21%,?,?,4%
Cc1csc(CN(C)C(=O)C2CCC(=O)N(Cc3ccc(Cl)cc3)C2)n1 (stereo unspecified),3%,8%,-9%,36%,-9,-23%,-2%,12%,2%
CCn1cc(CN2CCC(C(=O)Nc3ccc(Oc4ccccc4F)cc3)CC2)cn1,/,i,18%,/,9,-20%,1%,/,/
Cn1nc([N+](=O)[O-])nc1N1CCOCC1,-10%,-3%,0%,27%,3,-12%,8%,-6%,-10%
CCOC(=O)Nc1cc(OC)c(OC)cc1Cc1nccc2cc(OC)c(OC)cc12,-11%,/,0%,13%,1,-8%,1%,2%,-1%
COc1ccc(OC)c(-c2nc3c(C)n[nH]c(=O)c3[nH]2)c1,17%,4%,6%,46%,-5,-4%,3%,13%,?
O=C(NCc1ccccn1)c1nn(-c2ccccc2)c(=O)c2ccccc12,3%[57.1 µM],-9%,5%,?,-3,-14%,-9%,16%[57.1 µM],-1%
Cc1c(-c2ccc(Cl)cc2)oc(=O)c2c(N)n(-c3ccccc3)nc12,-14%,-17%,-5%,5%,-4,-7%,?,?,?
O=C(OC(C(=O)NCC1CCCO1)c1ccccn1)c1cccs1 (stereo unspecified),-1%,0%,-2%,46%[activator],-6,-4%,-8%,15%,-3%
O=C(CC1C(=O)N(c2ccc(F)cc2)C(=O)N1Cc1ccc2c(c1)OCO2)Nc1ccc(F)cc1 (stereo unspecified),-3%,1%,?,40%[activator],1,-19%,-1%,2%,-2%
Cn1c(SCC(=O)NNC(=O)Cc2ccccc2)nc2ccccc2c1=O,-2%,/,9%,-11%,-11,-11%,?,10%,2%
CCS(=O)(=O)c1ccc(C(=O)Nc2cccc(Cl)c2)c(Cl)c1Cl,-7%[57.1 µM],i,2%,?,0,-14%,-4%,8%[57.1 µM],2%
